Bioassay records from PubChem.
Pf growth 48h – P. falciparum growth inhibition at 48 hours (one generation) | P. falciparum luciferase growth in erythrocytes, 48 h | Potency, µM (highest dose often 28.7 µM), for inactives: at the highest dose activity change, negative = inhibition, hits mostly inhibitors | 310,000 tested, 5.9% active; also: potency is read from the fitted curve at half-maximal effect; % is scaled to controls: 0 for no effect and ±100 for the full control effect
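Here the parasites carry a stable luciferase gene and grow inside erythrocytes in Albumax-based RPMI medium with compound for one erythrocytic cycle. Activity is scored as loss of luminescent signal.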
Shiga toxin inh – Shiga toxin inhibition. inhibition, % at 38.7 µM. 290,000 tested, 9.2% active. Vero cells, Shiga toxin protein synthesis inhibition reporter; in the data active = inhibition mostly above about 28%, no sharp cut-off; inactive = mostly below about 43%; also: 0% is about no effect
HCV inh – blocks hepatitis C virus | Huh7.5.1 HCVcc-Cre infection, luciferase reporter, 44 h | Potency, µM (highest dose often 41.8 µM), for inactives: at the top dose activity change, negative = inhibition, usual class: inhibitors | 340,000 tested, 3.4% active; also: potency is read from the fitted curve at half-maximal effect; % is scaled to controls: 0 for no effect and ±100 for the full control effect
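1,000 cells/well; 4 h culture; + compound; + HCVcc-Cre (~0.5 moi); 44 h; luciferase substrate, RT 15 min; read 15 sec.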
TbPYK inhibitor – inhibitors of Trypanosoma brucei pyruvate kinase | Q57TT1 | TbPYK enzyme, Kinase-Glo Plus ATP luminescence, 45 min | Potency, µM (titrated, usually from 76.8 µM), without a hit: at the highest dose activity, negative = inhibition, most hits filed as inhibitors | 410,000 tested, 0.12% active | AID 624173; also: potency is read from the fitted curve at half-maximal effect; % is scaled to controls: 0 for no effect and ±100 for the full control effect; nearly all actives have a fitted effect of over 50% in size
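Enzyme and substrate buffer are dispensed first and compound is pin-transferred. ADP at 130 uM final then starts the reaction, which runs 45 min at room temperature. Detection reagent is added for 10 min before luminescence is imaged.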
LmPK inhibitor – blocks Leishmania mexicana pyruvate kinase activity; Q27686; purified LmPK, Kinase-Glo ATP luminescence, 1 h; Potency, µM (titrated, usually from 57.5 µM), for the others: at the highest dose activity change, negative = inhibition, most hits filed as inhibitors; 290,000 tested, 0.37% active; AID 1721; also: potency is read from the fitted curve at half-maximal effect; % is scaled to controls: 0 for no effect and ±100 for the full control effect
Target sequence (Q27686 whole entry, looked up): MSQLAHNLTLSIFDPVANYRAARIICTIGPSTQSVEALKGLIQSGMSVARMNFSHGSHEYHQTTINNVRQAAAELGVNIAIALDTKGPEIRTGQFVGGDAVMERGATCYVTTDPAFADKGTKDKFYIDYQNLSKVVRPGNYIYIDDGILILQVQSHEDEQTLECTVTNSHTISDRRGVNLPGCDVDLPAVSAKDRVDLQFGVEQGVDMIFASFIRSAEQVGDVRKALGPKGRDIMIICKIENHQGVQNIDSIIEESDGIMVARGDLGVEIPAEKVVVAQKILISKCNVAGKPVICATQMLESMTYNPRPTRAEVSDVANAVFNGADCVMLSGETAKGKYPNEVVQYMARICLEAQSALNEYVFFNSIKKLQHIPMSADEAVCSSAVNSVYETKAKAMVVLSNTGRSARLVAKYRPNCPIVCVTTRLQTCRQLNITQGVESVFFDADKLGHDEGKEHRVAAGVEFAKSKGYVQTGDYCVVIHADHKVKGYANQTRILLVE
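In 50 mM imidazole pH 7.2 with 7 mM MgCl2, LmPK (0.1 nM) turned over PEP (0.5 mM) and ADP (0.1 mM) for 1 h at room temperature. Luciferase read-out of ATP.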
CHX counter – counter-screen for Shiga toxin inhibitors: cycloheximide protein synthesis inhibition | cell reporter, cycloheximide protein synthesis inhibition counterscreen | max response, % | 300,000 tested, 12% active | AID 2314; in the data active = max response mostly above about 13%, no sharp cut-off; inactive = mostly below about 14%; also: read at 38.3 µM for the half of the compounds with a filed dose; 0% is about no effect
Pf growth 96h – inhibits malaria parasite growth, 96 h | 320,000 tested, 6.9% active | AID 504834 | P. falciparum luciferase reporter growth, 96 h | Potency, µM (highest dose often 28.7 µM), for inactives: top-dose activity change, negative = inhibition, most hits filed as inhibitors; also: potency is read from the fitted curve at half-maximal effect; % is scaled to controls: 0 for no effect and ±100 for the full control effect
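Erythrocytes infected with luciferase-expressing P. falciparum were dispensed at 2% hematocrit and 0.05% parasitemia (final), then incubated with compounds 96 hours at 37 C in 5% CO2. Luminescence after detection reagent addition reported growth.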
Active calls of the source: *; ? = inconclusive; · = no result given; [ ] = dose if it differs, or a comment. Unless noted, calls follow the shape of the dose curve; as a rule, active = well fitted curve in the direction sought with a large enough effect; inconclusive = small, poorly fitted or top-dose-only effect, or another doubt; inactive = no such curve, though single readings can be large; an effect the other way counts as inactive or inconclusive.

SMILES | Pf growth 48h | Shiga toxin inh | HCV inh | TbPYK inhibitor | LmPK inhibitor | CHX counter | Pf growth 96h
Cc1ccc(NC(=O)Cc2c(O)c3ccccc3[nH]c2=O)c(C)c1 | 21% | 22 | 5% | 4% | -5% | 18* | 57%[activator]
COc1ccc(-c2nn(-c3ccccc3)cc2N)cc1 | 198%[activator] | 183* | -15% | -2% | -4% | 61* | 33%[activator]
CCOC(=O)c1ccc(NC(=O)Cn2nnc(-c3ccc(F)cc3)n2)cc1 | 3% | -13 | -20% | -3% | 2% | -1 | 0%
CCCSc1nc(O)c(C2OC(=O)c3c2ccc(OC)c3OC)c(=O)n1-c1ccccc1 (configuration not stated) | · | -5 | 23% | -13% | -3% | -2 | -6%
CC(=O)N1c2ccccc2C2CCCC[C@@H]21 (some centres not stated) | -7% | · | -33% | 0% | · | · | ?
CN1CCN(C(=O)c2ccc(C(C)(C)C)cc2)CC1 | · | -10 | 2% | 2% | 7% | 2 | 6%
Cc1nc(NC(=O)c2ccccc2)sc1Cc1ccc2c(c1)OCO2 | 0% | 25* | ? | -2% | 0% | 68* | -85%
COc1cc(C(=O)N2CCC(C(=O)Nc3cccc(C(C)=O)c3)CC2)cc(OC)c1OC | · | -19 | -7% | -3% | 5% | -1 | 22%
N#Cc1ccc(C23CC4(C2)[C@H](CN(Cc2ccc(C(F)(F)F)cc2)[C@@H]4c2ccccc2)C3c2ccc(Cl)nc2)cc1 (some centres not stated) | 12µM* | -5 | · | · | 2% | -2 | 13µM*
O=C(NC1CCCCCC1)C(Cc1ccccc1)n1cccc1 (configuration not stated) | ? | -9 | 8% | 1% | 3% | -1 | -6%
COc1ccc([C@H]2CC(=O)C=C(c3ccc(O)cc3)C2)cc1OC | ? | · | ? | 0% | · | · | ?
Cc1c(C(=O)N2CCN(C(=O)c3ccco3)CC2)sc2nc(-c3ccc(F)cc3)cn12 | ? | -6 | ? | -8% | -5% | -2 | ?
COc1cc(/C=N/OCC(=O)NC2CCCCC2)ccc1OCc1ccccc1 | 16% | 152* | ? | -8% | -1% | 55* | ?
CN(C)CCNC(=O)/C(=C/c1ccc(-c2ccc(Cl)cc2)o1)NC(=O)c1ccccc1 | 13µM* | -17 | 10µM* | -5% | -2% | -13 | 29%
O=C(NC(=S)Nc1cccc(C(F)(F)F)c1)c1csnn1 | 3% | -3 | -6% | 1% | 2% | -1 | 15%
OC(COc1ccc(F)cc1)CN1CCN(CC(O)COc2ccc(F)cc2)CC1 (configuration not stated) | -18% | 5 | 32µM* | -2% | -8% | -2 | 18%
Cc1cc(C(=O)OCC(N)=O)c(C)n1-c1ccccc1 | ? | 41* | 0% | 0% | 2% | 33* | 2.1µM*
C=CC[N+]1(C)C2CCC1CC(O)C2 (configuration not stated) | ? | 38 | 4% | -6% | -3% | 7 | 15%
CC1=C(C#N)c2nc(N)c(C#N)c(C)c2/C1=C\c1ccc(-c2ccccc2C(=O)O)o1 | 3% | -6 | -9% | -8% | -16% | 4 | ?
O=C1NC(=S)S/C1=C\c1cc2ccccc2nc1N1CCCCC1 | 4% | -2 | -13% | 4% | 3% | 1 | -5%
COC(=O)c1ccc(N2NC(=O)/C(=C/c3cc(OC)c(O)c(OC)c3)C2=O)cc1 | -14% | -12 | 26% | -10% | -1% | -3 | 37%[activator]
CSc1ccc(NC(N)=S)cc1 | -7% | -7 | 2% | 0% | -3% | -1 | 10%
COC(=O)c1ccc(Nc2nc(N3CCOCC3)nc(N3CCOCC3)n2)cc1 | ? | 2 | ? | 2% | -6% | -9 | ?
Cc1cccc(CN2CCN([C@@H](c3ccccc3)c3ccc(Cl)cc3)CC2)c1 | ? | · | · | 3%[33.2 µM] | · | · | ?
CC1=C(C(=O)OCc2ccccc2)C(c2cccs2)N2C(=O)CCSC2=N1 (configuration not stated) | -21% | 4 | -5% | -3% | 0% | 7 | -10%
CCN(CC)c1ccc(CNc2nc3ccccc3n2C)cc1 | 7% | 44* | -3% | 35% | -2% | 8 | 16%
O=C(/C(=C/c1cccnc1)n1ccnc1)c1ccc(Cl)cc1Cl | ? | 11 | -4% | 4% | 3% | -2 | ?
Cc1cc(C(=O)N/N=C/c2c(C)nn(-c3ccccc3)c2C)c(C)o1 | ? | 59* | ? | 0% | -20% | 42* | ?
COc1cc2ccccc2cc1C(=O)N(CCN(C)C)c1nc2c(F)cccc2s1 | ? | -10 | 14µM* | 5% | 9% | -4 | ?
CC(C)Cc1nc2ccccc2n1CCc1ccccc1 | 9.3µM* | -15 | 6% | -7% | -1% | -6 | 6.6µM*
CCCCn1c(SCC(=O)NCc2ccc3c(c2)OCO3)nnc1C(CC)N(C)C (configuration not stated) | 0% | · | 10% | 3% | · | · | 8%
CCOP(=O)(O)c1cccc(OCCOCCOc2cccc(P(=O)(O)OCC)c2)c1 | 8% | 28 | 10% | 7% | 7% | -4 | -25%
NC(=O)c1nsc(C(=O)N(c2ccc3c(c2)OCO3)C(C(=O)NCC2CCCO2)c2ccc(F)cc2)c1N (configuration not stated) | ? | 27 | -21% | -9% | 0% | 11 | 34%[activator]
CCNc1ccc(C(=O)OCC)cc1NC(=O)c1cccc(N(C)C)c1 | ? | 18 | ? | 3% | 5% | -2 | -27%
CCCCC(O)(CCCC)C(=O)NN(C(=O)OCC)c1ccccc1 | 7% | 8 | 8% | 3% | 5% | 1 | 25%
COc1ccc(NC(=O)c2cc3c(CO)cnc(C)c3oc2=Nc2cc(OC)cc(OC)c2)cc1 | -4% | -5 | 18% | 0% | 1% | 10 | 213%[activator]
CCCCC(=O)N(c1ccc(OCC)cc1)C1C=CS(=O)(=O)C1 (configuration not stated) | -1% | -11 | 26% | 0% | 6% | -2 | 34%[activator]
Cc1ccc(F)cc1NC(=O)C1CCCN(c2ncccn2)C1 (configuration not stated) | ? | -10 | 12% | 3% | 2% | 13 | 0%
CC(=O)Nc1ccc(S(=O)(=O)Nc2ccc(=O)n(Cc3ccc(Cl)c(Cl)c3)c2)cc1 | ? | 9 | 6% | -3% | 2% | -4 | ?
CCN(CC(=O)Nc1c(F)cccc1F)C(=O)C1CC(=O)N(c2ccc3c(c2)OCCO3)C1 (configuration not stated) | ? | · | 2% | 2% | · | · | 14%

The list goes on (two carried over from the part before).
SMILES | Pf growth 48h | Shiga toxin inh | HCV inh | TbPYK inhibitor | LmPK inhibitor | CHX counter | Pf growth 96h
CC(=O)Nc1ccc(S(=O)(=O)Nc2ccc(=O)n(Cc3ccc(Cl)c(Cl)c3)c2)cc1 | ? | 9 | 6% | -3% | 2% | -4 | ?
CCN(CC(=O)Nc1c(F)cccc1F)C(=O)C1CC(=O)N(c2ccc3c(c2)OCCO3)C1 (configuration not stated) | ? | · | 2% | 2% | · | · | 14%
C=CCN1c2ccccc2[C@]23C[C@@H](C(=O)OC)N(C(=O)c4cccs4)C2=NC(C(=O)OC)=C(C(=O)OC)[C@H]13 | -7% | -6 | -4% | -6% | -2%[11.5 µM] | -6 | ?
CC(C)(C)C1c2[nH]c3ccccc3c2CCN1Cc1cccc(OCCO)c1 (configuration not stated) | 27% | 37 | -14% | -3% | -7% | 11* | ?
COc1cccc(-c2noc(C3CCCN(C(=O)c4ccc(F)cc4F)C3)n2)c1 (configuration not stated) | 11% | 31 | -15% | 2% | -1% | 1 | 270%[activator]
CC(=O)Oc1ccc2c(c1)C(=O)c1ccccc1CO2 | · | 22 | 8% | -10% | ? | 9 | 11%
COCCn1c(SCc2nnc(-c3ccc(OC)c(OC)c3)o2)nnc1-c1ccncc1 | 0% | 2 | -7% | 4% | -5% | -3 | 1%
CN1C(=O)NC(NC(=O)c2ccco2)(C(F)(F)F)C1=O (configuration not stated) | ? | 6 | 18% | -4% | -10% | -1 | 37%[activator]
CSc1nnc(Cc2ccc3c(c2)OCO3)o1 | 12% | 21 | 10% | 3% | -3% | 1 | -3%
CCSc1nnc(NC(=O)c2cccc(S(=O)(=O)N(C)c3ccc(C)cc3)c2)s1 | ? | -12 | 10% | -7% | 2% | -3 | 1%
O=C(CCc1nc2ccccc2c(=O)[nH]1)NCCN1C(=O)S/C(=C\c2ccccc2Cl)C1=O | ? | · | ? | -8% | · | · | 16%
CCN(CC)c1ccc(NC(=O)c2ccccc2F)cc1 | 41%[activator] | 71* | ? | -24% | -5% | 38* | 46%[activator]
COc1cc(Br)c(-c2sc(Nc3ccccc3)n[n+]2-c2ccc(F)cc2)cc1OC | 1.9µM* | -3 | 3% | -4% | 2% | -2 | 3.7µM*
Cc1ccc(C(=O)OCCN(C)Cc2ccccc2)cc1 | 10% | -7 | 9% | -1% | -4% | 12 | -12%
CCCCN(C(=O)CC1OC(=O)c2ccccc21)c1c(N)n(CCCC)c(=O)[nH]c1=O (configuration not stated) | ? | · | 14% | 2% | · | · | 5%
O=c1c2ccccc2c(C=NC2CCS(=O)(=O)C2)c(O)n1-c1ccccc1 (configuration not stated) | ? | 8 | -7% | 2% | 0% | -2 | ?
Cc1cccc(-c2noc(CN(C(=O)c3ccc4c(c3)OCO4)C(C)C)n2)c1 | 5% | -19 | ? | -7% | -7% | -2 | ·
COc1ccc(CN2CCN(C(=O)c3ccc(S(=O)(=O)N4CCCCCC4)cc3)CC2)cc1 | 10µM* | · | ? | -1% | · | · | ?
Clc1ccc(-c2nc3ccncc3[nH]2)cc1 | ? | 59* | -10% | -24% | 14µM* | 82* | 21%
COC(=O)/C(C#N)=C/c1c(N2CCN(c3ccccc3)CC2)nc2ccccn2c1=O | ? | 23 | -1% | 0% | 6% | 21 | ?
C[C@H](NC(=O)c1ccccc1Cl)C(=O)OCCOc1ccc(Cl)cc1 | 0% | 3 | 9% | 6% | 6% | -1 | 38%[activator]
Cc1ccc(C)c(OC(C)C(=O)Nc2ccc(S(=O)(=O)Nc3nccs3)cc2)c1 (configuration not stated) | -15% | 2 | ? | -11% | 1% | -3 | 7%
Cc1cccc(NC(=S)NC(C)CCc2ccccc2)c1 (configuration not stated) | ? | 0 | -10% | 0% | 2% | -2 | ?

Exported with each value named: part of the list above.
COc1cc(Br)c(-c2sc(Nc3ccccc3)n[n+]2-c2ccc(F)cc2)cc1OC
  Pf growth 48h: 1.9µM* | Shiga toxin inh: -3 | HCV inh: 3% | TbPYK inhibitor: -4% | LmPK inhibitor: 2% | CHX counter: -2 | Pf growth 96h: 3.7µM*

Cc1ccc(C(=O)OCCN(C)Cc2ccccc2)cc1
  Pf growth 48h: 10% | Shiga toxin inh: -7 | HCV inh: 9% | TbPYK inhibitor: -1% | LmPK inhibitor: -4% | CHX counter: 12 | Pf growth 96h: -12%

CCCCN(C(=O)CC1OC(=O)c2ccccc21)c1c(N)n(CCCC)c(=O)[nH]c1=O (configuration not stated)
  Pf growth 48h: ? | Shiga toxin inh: · | HCV inh: 14% | TbPYK inhibitor: 2% | LmPK inhibitor: · | CHX counter: · | Pf growth 96h: 5%

O=c1c2ccccc2c(C=NC2CCS(=O)(=O)C2)c(O)n1-c1ccccc1 (configuration not stated)
  Pf growth 48h: ? | Shiga toxin inh: 8 | HCV inh: -7% | TbPYK inhibitor: 2% | LmPK inhibitor: 0% | CHX counter: -2 | Pf growth 96h: ?
